Screening results as filed in PubChem BioAssay.
STK33 inh: inhibitors of human STK33 kinase. ADP-Glo luminescence, MBP substrate. inhibition, % at 12.5 µM. 0.44% of 27,000 active. AID 2322; in the data active means inhibition above about 20%; inconclusive means no clear call, values can overlap the other calls
Target sequence (Q9BYT3 whole entry, looked up): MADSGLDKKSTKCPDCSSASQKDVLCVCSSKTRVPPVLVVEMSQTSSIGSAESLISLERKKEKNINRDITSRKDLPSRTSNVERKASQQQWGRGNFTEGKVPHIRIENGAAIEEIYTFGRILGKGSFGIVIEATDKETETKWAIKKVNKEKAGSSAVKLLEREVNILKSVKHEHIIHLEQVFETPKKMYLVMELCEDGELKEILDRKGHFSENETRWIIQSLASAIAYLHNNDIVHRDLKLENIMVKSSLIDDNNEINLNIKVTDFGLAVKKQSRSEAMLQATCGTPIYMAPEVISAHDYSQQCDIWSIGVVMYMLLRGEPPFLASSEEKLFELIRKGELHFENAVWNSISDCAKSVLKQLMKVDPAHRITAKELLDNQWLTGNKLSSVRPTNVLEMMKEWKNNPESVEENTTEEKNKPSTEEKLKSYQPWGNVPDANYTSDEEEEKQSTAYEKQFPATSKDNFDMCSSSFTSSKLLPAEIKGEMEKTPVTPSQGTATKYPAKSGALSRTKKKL
p53 PUMA act: restores mutant p53 pathway signaling in SW480 cells | AID 624151 | activation, % at 9.98 µM | SW480 PUMA-promoter luciferase, p53 mutant reactivation | 1.5% of 28,000 active; in the data active means activation above about 52%; inconclusive means no clear call, values can overlap the other calls
* hit, by the source's call; u = inconclusive; x = no result given.

SMILES	STK33 inh	p53 PUMA act
C[C@H]1CN([C@@H](C)CO)C(=O)c2cc(NC(=O)Nc3ccc4c(c3)OCO4)ccc2O[C@@H]1CN(C)S(=O)(=O)c1cccs1	1.3	-17.4
Cc1ccc(-c2cnc3c(c2)C(=O)N([C@H](C)CO)C[C@@H](C)[C@H](CN(C)C(=O)Cc2cccnc2)O3)cc1	x	5.3
CCOC(=O)c1c(C)sc2c(C)c(C)[nH]c12	x	4.3
Cc1noc(C)c1NC(=O)N(C)C[C@H]1OCCCC[C@@H](C)Oc2ccc(NC(=O)c3ccncc3)cc2C(=O)N([C@@H](C)CO)C[C@@H]1C	x	-5.3
COc1ccc(C#Cc2cnc3c(c2)C(=O)N([C@H](C)CO)C[C@H](C)[C@H](CN(C)C(=O)Nc2ccccc2)O3)cc1OC	-1.2	x
O=C(CSc1n[nH]c(-c2ccc(Cl)cc2)n1)Nc1ccc(F)c(Cl)c1	0.9	-16.4
C/C=C1\C(O[C@@H]2O[C@H](CO[C@@H]3O[C@H](CO)[C@@H](O)[C@H](O)[C@H]3O)[C@@H](O)[C@H](O)[C@H]2O)OC=C(C(=O)OC)C1CC(=O)OCCc1ccc(O)cc1 (stereo partly drawn)	0.2	-6.7
C[C@@H]1CN([C@H](C)CO)C(=O)c2cc(NS(=O)(=O)c3cccs3)ccc2O[C@H]1CN(C)C(=O)NC1CCCCC1	x	15.2
C[C@@H]1CN([C@@H](C)CO)C(=O)CCCn2nncc2CO[C@@H]1CN(C)Cc1ccc(Cl)c(Cl)c1	-1.5	x
CN(C)c1nc(N)nc(CSc2nnnn2-c2ccccc2)n1	4.6	-0.1
C[C@@H]1CCCCO[C@@H](CN(C)S(=O)(=O)c2ccccc2)[C@@H](C)CN([C@@H](C)CO)C(=O)c2cc(NC(=O)Cc3ccccc3)ccc2O1	x	-8.7
CCCN(CCC)Cc1c(C(=O)O)nnn1-c1nonc1N	x	1.4
Cc1cc(C)nc(SCC(O)COc2ccc(Cl)cc2)n1 (stereo not drawn)	-4.2	16.5
Cc1ccc(OC(=O)N(C)C[C@@H]2OCc3cn(nn3)CCCC(=O)N([C@@H](C)CO)C[C@@H]2C)cc1	7.4	-2.1
C[C@H]1CN([C@@H](C)CO)C(=O)c2cc(NC(=O)CCN3CCOCC3)ccc2O[C@H]1CN(C)S(=O)(=O)c1cn(C)cn1	3.2	x
C[C@H](CO)N1C[C@H](C)[C@H](CN(C)C)OCCCC[C@H](C)Oc2ccc(N(C)C)cc2C1=O	x	6.2
C1=C(c2ccccc2)CC(c2ccccc2)=NN=C1c1ccccc1	-1.0	x
CN(CC(=O)Nc1ccccc1Cl)S(=O)(=O)c1ccc2ccccc2c1	1.7	-8.1
C[C@H](CO)N1C[C@H](C)[C@@H](CN(C)S(=O)(=O)c2cccs2)Oc2ccc(NS(=O)(=O)c3cccs3)cc2CC1=O	x	-3.2
C[C@@H]1CN([C@H](C)CO)C(=O)Cc2cc(NC(=O)C3CC3)ccc2O[C@H]1CN(C)Cc1ccccc1	-0.6	x

By substructure: the entries above with two or more sulfur atoms (3)
SMILES	STK33 inh	p53 PUMA act
C[C@H]1CN([C@@H](C)CO)C(=O)c2cc(NC(=O)Nc3ccc4c(c3)OCO4)ccc2O[C@@H]1CN(C)S(=O)(=O)c1cccs1	1.3	-17.4
C[C@@H]1CN([C@H](C)CO)C(=O)c2cc(NS(=O)(=O)c3cccs3)ccc2O[C@H]1CN(C)C(=O)NC1CCCCC1	x	15.2
C[C@H](CO)N1C[C@H](C)[C@@H](CN(C)S(=O)(=O)c2cccs2)Oc2ccc(NS(=O)(=O)c3cccs3)cc2CC1=O	x	-3.2

Next results follow.
SMILES	STK33 inh	p53 PUMA act
COc1ccccc1-n1c(SCC(N)=O)nc2ccc(I)cc2c1=O	-0.9	-19.4
CC(=O)NCCNC(=O)c1cc2ccccc2oc1=O	2.9	-2.0
NC(=O)[C@@H]1[C@H]2C(=O)O[C@H](c3ccccc3)[C@H](c3ccccc3)N2[C@H](c2ccccc2OCCO)[C@@]12C(=O)Nc1ccc(C#CCCO)cc12	5.1	x
Cc1ccc(N(C(C)C(=O)Nc2cc(Cl)ccc2Oc2ccccc2)S(C)(=O)=O)cc1C (stereo not drawn)	2.7	-13.2
C[C@@H]1CN([C@H](C)CO)S(=O)(=O)c2ccc(C#CC(C)(C)O)cc2O[C@H]1CN(C)CC1CC1	x	-8.3
Cc1c(NC(=O)COc2ccc(Br)cc2)cccc1-c1nc2ncccc2o1	1.0	54.2*
CC(=O)Nc1ccc(C(=O)CSc2nc3ccccc3c(=O)[nH]2)cc1	4.3	-9.5
C[C@H]1CN([C@@H](C)CO)C(=O)c2cc(NC(=O)NC3CCCCC3)ccc2O[C@@H]1CN(C)Cc1ccc(C(F)(F)F)cc1	-1.2	x
COc1ccc([C@H]2Oc3cc(O)cc(O)c3C(=O)[C@@H]2O)cc1	2.1	14.4
Cc1cccc(C)c1NC(=O)C(C)N (stereo not drawn)	-1.3	8.0

The closing four entries of the section above open the next one:
SMILES	STK33 inh	p53 PUMA act
CC(=O)Nc1ccc(C(=O)CSc2nc3ccccc3c(=O)[nH]2)cc1	4.3	-9.5
C[C@H]1CN([C@@H](C)CO)C(=O)c2cc(NC(=O)NC3CCCCC3)ccc2O[C@@H]1CN(C)Cc1ccc(C(F)(F)F)cc1	-1.2	x
COc1ccc([C@H]2Oc3cc(O)cc(O)c3C(=O)[C@@H]2O)cc1	2.1	14.4
Cc1cccc(C)c1NC(=O)C(C)N (stereo not drawn)	-1.3	8.0
COc1ccc(C#Cc2ccc3c(c2)[C@]2(C(=O)N3)[C@H](c3ccccc3OCCO)N3[C@H](c4ccccc4)[C@H](c4ccccc4)OC(=O)[C@H]3[C@@H]2C(=O)O)cc1	-1.1	x
Cc1cc(C(=O)Nc2cccc3c2O[C@H](CN(C)S(C)(=O)=O)[C@@H](C)CN([C@H](C)CO)C3=O)n(C)n1	x	12.0
NC(=O)COc1ccc(NC(=O)c2cc(-n3cnnc3)ccc2Cl)cc1	0.8	-7.8
Cc1ccc2cc(OC(=O)c3ccc(Oc4cc(Cl)cc(Cl)c4)o3)ccc2n1	x	11.2
C[C@H]1CN([C@@H](C)CO)C(=O)c2cc(NS(=O)(=O)c3ccc(Cl)cc3)ccc2O[C@H]1CN(C)C(=O)Nc1cccc2ccccc12	-0.9	x
CCN(CC(=O)Nc1ccccc1OC)S(=O)(=O)c1ccc(Cl)cc1	-1.7	-5.6
CC(=C\C(=O)O)/C=C(\C)CC(C)CCCCC(O)C(CO)C(=O)O (stereo not drawn)	0.7	-5.0
Cc1cc(OCC(=O)Nc2cccnc2)cc(C)c1Cl	1.6	31.1
CC(C)NC(=O)Nc1ccc2c(c1)C(=O)N([C@H](C)CO)C[C@H](C)[C@H](CN(C)S(=O)(=O)c1ccccc1)OCCCC[C@H](C)O2	x	0.4
COc1ccc(NC(=O)Nc2ccc3c(c2)CC(=O)N([C@H](C)CO)C[C@@H](C)[C@H](CN(C)Cc2ccc(C(=O)O)cc2)O3)cc1	-0.9	x
Cc1cccc(N(CC(=O)Nc2ccc(Cl)c(Cl)c2)S(C)(=O)=O)c1	-0.7	-11.4
C[C@@H]1CN([C@@H](C)CO)C(=O)CCCn2cc(nn2)CO[C@H]1CN(C)C(=O)c1ccncc1	-0.9	x
O=C(CC1C(=O)NCCN1C(=O)Nc1ccc(Cl)cc1)Nc1ccc(F)cc1 (stereo not drawn)	2.2	22.3
O=C(C[C@H]1C[C@H]2c3cc(NC(=O)Cc4ccncc4)ccc3O[C@H]2[C@H](CO)O1)NCc1cc(F)ccc1F	x	-3.6
C[C@H]1CN([C@@H](C)CO)C(=O)c2cc(NC(=O)C3CC3)ccc2O[C@@H]1CN(C)S(=O)(=O)c1cccs1	x	-1.2
COc1ccc(CN(C)C[C@H]2Oc3ccc(NC(=O)Nc4ccc(OC)cc4)cc3C(=O)N([C@@H](C)CO)C[C@@H]2C)cc1	x	7.8
C[C@H](CO)N1C[C@H](C)[C@@H](CN(C)S(=O)(=O)c2cccs2)Oc2ccc(NC(=O)Cc3ccccc3)cc2CC1=O	x	-3.1
COc1ccc(C)cc1NC(=S)NCc1cnn(C)c1	-1.7	-1.1
COc1ccc(NC(=O)N(C)C[C@@H]2Oc3ccc(NS(=O)(=O)c4ccc(F)cc4)cc3CC(=O)N([C@H](C)CO)C[C@@H]2C)cc1	-1.1	x
CC1CCc2c(sc(NC(=O)c3ccc(Cn4cc(Br)cn4)o3)c2C(N)=O)C1 (stereo not drawn)	8.0	18.3
COC(=O)c1ccc(Cl)c(NC(=O)CN(c2cccc(Cl)c2)S(C)(=O)=O)c1	4.8	-2.7
COc1ccc2[nH]c(-c3ccccc3)c(CCNC(C)=O)c2c1	x	-3.1
CC(C)n1cnc2c(NCc3ccccc3O)nc(NCCCO)nc21	5.7	-5.7
C[C@@H]1CCCCO[C@@H](CN(C)Cc2ccc(C(=O)O)cc2)[C@H](C)CN([C@H](C)CO)C(=O)c2cc(NC(=O)Nc3ccc(F)cc3)ccc2O1	x	0.5
C[C@@H]1CN([C@H](C)CO)C(=O)Cc2cc(NS(=O)(=O)c3ccccc3)ccc2O[C@H]1CN(C)C(=O)NC1CCCCC1	1.8	0.2
Cc1ccc(S(=O)(=O)N(C)C[C@H]2Oc3cc(C#Cc4ccccc4)ccc3S(=O)(=O)N([C@@H](C)CO)C[C@H]2C)cc1	x	2.7
COC(=O)C1=CO[C@@H](O[C@@H]2O[C@H](CO)[C@@H](O)[C@H](O)[C@H]2O)[C@H]2[C@@H]1C=CC21C=C([C@H](C)OC(=O)/C=C/c2ccc(O)cc2)C(=O)O1 (stereo partly drawn)	-2.6	x
Cc1ccc(NC(=O)COc2ccc(C(C)(C)C)cc2)c([N+](=O)[O-])c1	2.7	18.0
COc1ccc(C#Cc2ccc3c(c2)[C@]2(C(=O)N3)[C@H](c3ccccc3OCCO)N3[C@H](c4ccccc4)[C@H](c4ccccc4)OC(=O)[C@H]3[C@@H]2C(=O)N2CCCCCCC2)cc1	17.1	x
CNC[C@@H]1Oc2c(NC(=O)Nc3ccc4c(c3)OCO4)cccc2C(=O)N([C@@H](C)CO)C[C@H]1C	x	10.4
COc1ccc(NC(=O)N(C)C[C@H]2OCCCC[C@@H](C)Oc3ccc(NS(=O)(=O)c4ccc(C)cc4)cc3C(=O)N([C@H](C)CO)C[C@@H]2C)cc1	-2.7	x
CN(CC(=O)Nc1ccccc1C(=O)N1CCCC1)S(=O)(=O)c1ccc(Br)cc1	-0.3	-3.0
COc1cccc(-c2cnc3c(c2)C(=O)N([C@H](C)CO)C[C@@H](C)[C@H](CN(C)Cc2cccnc2)O3)c1	x	8.6
S=C(NCC1CCCO1)Nc1cnn(Cc2ccc(Cl)cc2)c1 (stereo not drawn)	1.2	-2.5
C[C@H]1CN([C@@H](C)CO)C(=O)c2cc(NS(=O)(=O)c3ccccc3)ccc2O[C@H]1CN(C)Cc1ccc(Oc2ccccc2)cc1	2.3	x
C[C@@H]1CN([C@@H](C)CO)C(=O)Cc2cc(NC(=O)Nc3ccc4c(c3)OCO4)ccc2O[C@@H]1CN(C)C(=O)Nc1ccc(F)cc1	-3.1	x
COc1ccc(NC(=O)CSc2n[nH]c(-c3ccncc3)n2)cc1	1.5	7.0
C[C@@H]1CN([C@@H](C)CO)C(=O)Cc2cc(NC(=O)Cn3cnnn3)ccc2O[C@H]1CN(C)C(=O)Nc1cccc2ccccc12	x	1.5
C[C@H](CO)N1C[C@H](C)[C@H](CN(C)S(=O)(=O)c2cccs2)Oc2ccc(NC(=O)Nc3ccc4c(c3)OCO4)cc2C1=O	0.1	-27.1
O=C(c1ccco1)n1nc(-c2ccc(Cl)cc2)nc1NCc1ccco1	3.7	44.0
CN(CC(=O)Nc1ccc([N+](=O)[O-])cc1)S(=O)(=O)c1ccccc1	-2.8	-8.9
Cc1noc(C)c1NC(=O)Nc1ccc2c(c1)C(=O)N([C@H](C)CO)C[C@H](C)[C@@H](CN(C)C(=O)Nc1cccc3ccccc13)OCCCC[C@@H](C)O2	-2.8	x
COc1ccc(NC(=O)Nc2ccc3c(c2)C(=O)N([C@H](C)CO)C[C@@H](C)[C@@H](CN(C)S(=O)(=O)c2cccs2)OCCCC[C@@H](C)O3)cc1	x	-18.4
COc1cc(O[C@@H]2O[C@H](CO[C@H]3OC[C@](O)(CO)[C@H]3O)[C@@H](O)[C@H](O)[C@H]2O)cc(OC)c1OC	-2.9	x
CNC[C@H]1Oc2c(NC(=O)Nc3ccc(OC)cc3)cccc2C(=O)N([C@@H](C)CO)C[C@@H]1C	x	15.6
O=c1[nH]c2ccccc2n1CCCSc1nnc2c(n1)[nH]c1ccccc12	0.3	-14.8
O=C(NCc1ccco1)Nc1cccc2ccccc12	-2.1	1.6
C[C@H]1CN([C@@H](C)CO)C(=O)c2cc(NC(=O)Nc3ccccc3)ccc2O[C@@H]1CN(C)C	-0.5	x
CNC[C@H]1OCCCC[C@@H](C)Oc2ccc(NC(=O)c3ccncc3)cc2C(=O)N([C@@H](C)CO)C[C@@H]1C	x	-0.6
Cc1noc(C)c1S(=O)(=O)N(C)C[C@H]1Oc2ccc(NC(=O)Cc3cn(C)c4ccccc34)cc2CC(=O)N([C@H](C)CO)C[C@H]1C	-0.5	-8.6

More results
SMILES	STK33 inh	p53 PUMA act
C[C@@H]1CN([C@H](C)CO)C(=O)c2cc(NS(=O)(=O)c3cn(C)cn3)ccc2O[C@H]1CN(C)Cc1ccncc1	4.7	-3.4
C[C@@H]1CN([C@H](C)CO)C(=O)c2cc(NC(=O)Cc3cn(C)c4ccccc34)ccc2O[C@H]1CN(C)S(=O)(=O)c1cccs1	2.9	x
O=C(CSc1nnc(-c2cccc(Cl)c2)o1)Nc1ccccc1	0.6	u
Cc1noc(C)c1NC(=O)N(C)C[C@H]1Oc2c(NS(=O)(=O)c3c(C)noc3C)cccc2C(=O)N([C@H](C)CO)C[C@H]1C	x	14.7
CC(C)(C)C1CCc2c(sc(NC(=O)COc3ccc(Cl)cc3)c2C(N)=O)C1 (stereo not drawn)	-1.3	-2.3
COc1ccc(S(=O)(=O)N[C@@H]2CCCN(Cc3cccc(OCCO)c3)C2)cc1	4.4	x
C[C@H]1CN([C@@H](C)CO)C(=O)c2cc(NS(=O)(=O)c3cn(C)cn3)ccc2O[C@@H]1CN(C)Cc1ccc2c(c1)OCO2	-0.1	x

Some of the compounds tested, so the mix of outcomes need not match the whole.
